TRPC4 act: TRPC4 (mouse) channel activation; HEK293 TRPC4beta/mu-opioid, Fluo4 calcium fluorescence; active compounds read high; B-score at 10 µM; 0.49% of 310,000 active;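 active = B-score above 5 SD of library B-scores, and initial fluorescence ratio not above library mean plus 5 SD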;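 also: positive B-score marks a calcium rise read as TRPC4 activation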
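System – HEK293 cells stably co-expressing mouse TRPC4beta and mu-opioid receptor · Signal – Fluo4 calcium-sensitive dye fluorescence, kinetic, 1 Hz baseline · Benchmarks – buffer (low) and maximal DAMGO (high) · Read-out – B score of integrated fluorescence ratio per well · Incubation – dye loading 45 min room temperature, 110 s kinetic read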
TRPC4 potent: allosterically enhances the mouse TRPC4 cation channel. HEK293 TRPC4beta/mu-opioid, DAMGO EC20, Fluo-4 Ca2+ flux; active compounds read high. B-score at 10 µM. 0.42% of 310,000 active. Q9QUQ5;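 active = B-score of calcium response area above 5 SD of library B-scores, with initial fluorescence ratio within 5 SD of library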;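 also: B-score of integrated fluorescence ratio over time as area under calcium response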
MrgX1 antagonist: human MrgX1 receptor antagonism, primary screen; B-score at 10 µM; MRGX1-HEK293 calcium flux, Fluo-4, BAM8-22 antagonism; active compounds read low; Q96LB2; AID 588676; 1.3% of 310,000 active;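 active = calcium-response B-score plate-corrected more than 3 library SD below zero, starting fluorescence within 5 deviations, no agonist response on first addition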;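 also: peak minus trough fluorescence over baseline after final BAM8-22 challenge near maximal dose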
IEC-6 tox: kills IEC-6 intestinal cells in KLF5 counter-screen; IEC-6 cytotoxicity, luminescence viability; 0.78% of 290,000 active; inhibition, % at 5 µM; in the data active = inhibition above about 22%;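 also: 0% = plate median of test compound wells and 100% = cytotoxic reference compound wells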
KLF5 inh: inhibitors of KLF5 expression; DLD-1 KLF5 promoter-luciferase reporter, luminescence; inhibition, % at 5 µM; 0.23% of 290,000 active; AID 1700;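 active = inhibition above a per-plate limit of that plate's mean compound inhibition plus 3 SD, cut at about 60% in these data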;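 also: 0% = DMSO wells and 100% = LY294002 at 200 µM; higher means less KLF5 promoter-driven luciferase light; inactives centre near -14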
aSyn 5UTR inh: MLPCN primary screen, SNCA 5' untranslated region; alpha-synuclein 5'UTR reporter, inhibitor activity; inhibition, % (tested at 7.5 µM); 0.82% of 300,000 active; AID 1813; in the data active = inhibition above about 60%;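 also: H4 neuroglioblastoma cells stably carrying SNCA 5'UTR luciferase fusion; 0% = DMSO wells and 100% = positive control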
TRPC6 activator: activates the mouse TRPC6 cation channel. Q61143. HEK293-TRPC6 membrane potential dye fluorescence; active compounds read high. B-score at 10 µM. 0.13% of 310,000 active;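 active = B-score of the integrated fluorescence ratio above library mean plus 3 SD, and starting fluorescence ratio within library mean plus 5 SD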;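 also: higher score means more depolarization so channel activation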
Target sequence (Q61143 whole entry, looked up): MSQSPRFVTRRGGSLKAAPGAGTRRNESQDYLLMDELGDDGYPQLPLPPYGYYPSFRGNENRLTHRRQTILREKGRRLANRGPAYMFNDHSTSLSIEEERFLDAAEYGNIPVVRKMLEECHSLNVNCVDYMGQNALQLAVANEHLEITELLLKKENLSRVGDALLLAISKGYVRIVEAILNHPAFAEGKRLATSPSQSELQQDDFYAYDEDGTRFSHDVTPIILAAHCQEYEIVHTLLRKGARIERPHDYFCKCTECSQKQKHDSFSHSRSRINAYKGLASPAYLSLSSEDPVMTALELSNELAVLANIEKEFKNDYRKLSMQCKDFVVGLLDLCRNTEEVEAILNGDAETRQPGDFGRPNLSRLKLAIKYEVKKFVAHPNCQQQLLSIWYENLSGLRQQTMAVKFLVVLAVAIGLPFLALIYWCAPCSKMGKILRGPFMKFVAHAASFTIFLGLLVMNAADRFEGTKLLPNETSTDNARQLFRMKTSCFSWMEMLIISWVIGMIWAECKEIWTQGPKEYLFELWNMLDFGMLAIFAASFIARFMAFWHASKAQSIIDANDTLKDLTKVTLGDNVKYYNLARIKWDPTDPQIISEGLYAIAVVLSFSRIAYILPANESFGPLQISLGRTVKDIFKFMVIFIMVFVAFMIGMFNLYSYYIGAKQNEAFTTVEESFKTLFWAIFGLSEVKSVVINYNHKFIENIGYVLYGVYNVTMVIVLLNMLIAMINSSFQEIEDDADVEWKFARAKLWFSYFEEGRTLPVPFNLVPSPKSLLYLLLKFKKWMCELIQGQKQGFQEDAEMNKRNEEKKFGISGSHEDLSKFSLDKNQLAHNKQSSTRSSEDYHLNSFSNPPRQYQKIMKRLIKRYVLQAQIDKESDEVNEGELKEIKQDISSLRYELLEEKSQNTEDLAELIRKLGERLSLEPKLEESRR
TRPC6 inhibitor: inhibitors of mouse TRPC6 channel; Q61143; HEK293-TRPC6, membrane potential dye, ACh-evoked depolarization; active compounds read low; B-score at 10 µM; 1.1% of 310,000 active;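 active = B-score under library mean minus 3 SD, initial fluorescence not abnormally high, positive integrated signal ratio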;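 also: B-score derived from integrated fluorescence ratio over the kinetic read; more negative B-score means stronger inhibition of depolarization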
SKKanGAS inh: SKKanGAS growth inhibition. S. pyogenes SKKanGAS, kanamycin growth, BacTiter-Glo, 6 h. inhibition, % at 7.5 µM. 1.3% of 300,000 active. AID 1662;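 active = mean replicate score, as percent of positive control median, at least 50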;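 also: strain carries kanamycin resistance gene driven by streptokinase promoter and grows in 40 µg/ml kanamycin; loss of luminescence reflects streptokinase promoter inhibition or plain growth inhibition; 0% = median of DMSO wells and 100% = positive control at its reference dose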
HIF activator: HIF pathway transcriptional activation. U2OS HRE-luciferase reporter, luminescence; normalized: DMSO 0%, desferrioxamine 100%. activation, % at 7.5 µM (by protocol). 0.32% of 300,000 active;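 active = mean activation of at least 10% of the iron chelator positive control signal, with at least half of replicates also reaching 10%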
TRPC4 block: TRPC4 (mouse) channel inhibition; HEK293 TRPC4beta/mu-opioid, DAMGO-evoked Fluo4 calcium flux; active compounds read low; B-score at 10 µM; 0.39% of 300,000 active; AID 2247;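 active = B-score over 3 SD under the library average, no early fluorescence shift, positive overall ratio signal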
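test system = HEK293 cells with stable TRPC4beta plus mu-opioid receptor expression | detection = Fluo4 Ca2+ flux fluorescence | read-out = integrated fluorescence ratio relative to baseline, converted to per-well B score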
Active calls of the source: *; i = inactive; / = no result given.

A first look:
SMILES | TRPC4 act | TRPC4 potent | MrgX1 antagonist | IEC-6 tox | KLF5 inh | aSyn 5UTR inh | TRPC6 activator | TRPC6 inhibitor | SKKanGAS inh | HIF activator | TRPC4 block
CN(C)N1C(N)=C(C#N)C(c2ccc(Cl)cc2)C2=C1CCCC2=O (stereo not drawn) | i | i | i | 2.4 | -11.5 | 7.0 | i | i | 3.1 | -2.1 | i
Cc1nc2cc(NC(=O)N3CCCC3)ccc2n1C | i | i | i | -1.9 | -33.2 | 7.4 | i | i | -7.7 | 0.2 | i

The listing, from the first entry:
SMILES | TRPC4 act | TRPC4 potent | MrgX1 antagonist | IEC-6 tox | KLF5 inh | aSyn 5UTR inh | TRPC6 activator | TRPC6 inhibitor | SKKanGAS inh | HIF activator | TRPC4 block
CN(C)N1C(N)=C(C#N)C(c2ccc(Cl)cc2)C2=C1CCCC2=O (stereo not drawn) | i | i | i | 2.4 | -11.5 | 7.0 | i | i | 3.1 | -2.1 | i
Cc1nc2cc(NC(=O)N3CCCC3)ccc2n1C | i | i | i | -1.9 | -33.2 | 7.4 | i | i | -7.7 | 0.2 | i
NCCC(=O)N1c2ccccc2Sc2ccc(Cl)cc21 | i | i | i | 1.5 | -16.0 | -10.9 | i | i | 8.9 | 1.0 | i
COCC(C)n1c(SCc2ccc(OC)c(F)c2)nc2ccccc2c1=O (stereo not drawn) | i | i | / | -2.8 | -23.5 | 19.3 | i | i | 20.4 | -0.9 | i
Clc1nccnc1N/N=C/c1ccc(Br)cc1 | i | i | i | 17.1 | -139.3 | -106.0 | i | i | -2.0 | 2.6 | i
CN(C(=O)COC(=O)C1CSC2(C)CCC(=O)N12)c1ccccc1 (stereo not drawn) | i | i | i | / | / | -5.6 | i | i | -1.8 | -6.7 | i
Cc1c(NS(=O)(=O)c2cccs2)c(=O)n(-c2ccccc2)n1C | i | i | i | -2.6 | -38.7 | -7.3 | i | i | -14.1 | -7.0 | i
CC(=O)c1cccc(NC(=O)CN2C(=O)NC3(CCCCCCC3)C2=O)c1 | i | i | i | -2.8 | -1.9 | 14.6 | i | i | -9.9 | -0.2 | i
Cc1ccc(OCc2nc(-c3cccnc3)no2)cc1C | i | i | i | -3.5 | -43.2 | -124.9 | i | i | -11.0 | 1.4 | i
COc1cc(CCc2ccc3c(c2)OCO3)oc(=O)c1 | i | i | i | / | / | -22.4 | i | i | 2.4 | 0.5 | i
COc1ccc(S(=O)(=O)N2CCOC23CCN(S(=O)(=O)c2ccc(C)cc2)CC3)cc1 | i | i | i | / | / | -5.1 | i | i | -2.8 | -0.1 | i
CCOC(=O)C1=C(N)n2c(s/c(=C/c3ccccc3)c2=O)=C(C(=O)OCC)C1c1ccccc1 (stereo not drawn) | i | i | i | -4.6 | -6.0 | -9.8 | i | i | -0.1 | 0.1 | i
CCCNC(=O)CC(NS(=O)(=O)c1ccc(NC(C)=O)cc1)C(C)C (stereo not drawn) | i | i | i | -2.9 | 0.6 | 9.3 | i | i | 1.7 | -0.4 | i
Cc1ccc(SCC(=O)OCC(=O)NCc2cccs2)cc1 | i | i | i | / | / | -6.5 | i | i | -12.2 | -0.1 | i
CCOC(=O)N1CCN(S(=O)(=O)N2CCCC(C(=O)NCCc3ccc(OC)c(OC)c3)C2)CC1 (stereo not drawn) | i | i | i | 3.9 | -4.7 | 11.8 | i | i | -0.9 | 0.1 | i
Cc1ccc(CN2C3CCCC2CC(NC(=O)c2ccc(F)cc2)C3)cc1 (stereo not drawn) | i | i | i | 2.4 | -38.1 | -15.1 | i | i | 1.7 | 1.1 | i
O=C(COc1cccc2ccccc12)NNC(=O)[C@@H]1CCCC[C@@H]1C(=O)O | i | i | i | -5.2 | -31.8 | -0.9 | i | i | -1.4 | -0.5 | i
COc1ccc(NC(=O)c2cncc(Br)c2)c(S(=O)(=O)N2CCOCC2)c1 | i | i | i | 1.1 | -4.2 | 8.1 | i | i | -15.5 | 0.3 | i
Cc1nc(SCCO)c([N+](=O)[O-])[nH]1 | i | i | i | 3.8 | -7.9 | 1.4 | i | i | -3.5 | -0.4 | i
O=C(O)CSc1cc(C(=O)c2ccccc2O)cn2c(=O)c3c(-c4ccccc4)csc3nc12 | i | i | i | -2.1 | -26.1 | 18.1 | i | i | 38.4 | -0.5 | i
CCN1C(=O)NC2=C(C(=O)c3ccccc32)C1c1ccccc1F (stereo not drawn) | i | i | i | 4.5 | -0.3 | 5.1 | i | i | 1.5 | 1.0 | i
Cc1nc(N)sc1C(=O)N/N=C/c1c[nH]c2ccccc12 | i | i | i | -1.7 | -67.7 | -79.4 | i | i | -15.5 | 0.2 | i
Cc1ccc(CNC(=O)CNC(=O)c2ccco2)cc1 | i | i | i | -0.2 | -7.3 | -8.2 | i | i | -0.3 | -0.5 | i
COc1cc(/C=N/Nc2ccccc2[N+](=O)[O-])cc(OC)c1O | i | i | i | 10.5 | -38.5 | -57.5 | i | i | -3.5 | 2.3 | i
COc1ccc(NC(=O)CSc2n[nH]c(-c3ccccn3)n2)cc1 | i | i | i | -1.4 | 0.8 | -8.3 | i | i | -1.6 | 0.2 | i

An excerpt from above, showing only aSyn 5UTR inh, TRPC4 potent and IEC-6 tox.
mol,aSyn 5UTR inh,TRPC4 potent,IEC-6 tox
CCN1C(=O)NC2=C(C(=O)c3ccccc32)C1c1ccccc1F (stereo not drawn),5.1,i,4.5
Cc1nc(N)sc1C(=O)N/N=C/c1c[nH]c2ccccc12,-79.4,i,-1.7
Cc1ccc(CNC(=O)CNC(=O)c2ccco2)cc1,-8.2,i,-0.2

Continuation:
SMILES | TRPC4 act | TRPC4 potent | MrgX1 antagonist | IEC-6 tox | KLF5 inh | aSyn 5UTR inh | TRPC6 activator | TRPC6 inhibitor | SKKanGAS inh | HIF activator | TRPC4 block
CC1=C(C(=O)Nc2cccc(C(=O)NC(C)c3ccccc3)c2)SCCO1 (stereo not drawn) | i | i | i | 6.0 | -20.4 | 12.6 | i | i | 2.6 | 0.0 | i
Cn1cccc1-c1cc(C(=O)N/N=C/c2cccc(O)c2)[nH]n1 | i | i | i | -4.4 | -24.4 | -0.3 | i | i | -27.2 | 0.0 | i
CC1(C)CC(CC(=O)Nc2ccc([N+](=O)[O-])cc2)C(=O)O1 (stereo not drawn) | i | i | i | 9.2 | -5.7 | 10.1 | i | i | -6.1 | -0.1 | i
O=C(Cn1cnc2cc([N+](=O)[O-])ccc2c1=O)Nc1ccc(N2CCOCC2)cc1 | i | i | i | -2.1 | -34.4 | 4.4 | i | i | 6.0 | -0.3 | i
Cc1ccc(C2C3=C(CCCC3=O)Nc3c2c(C)nn3-c2ccccn2)o1 (stereo not drawn) | i | i | i | -0.1 | -2.2 | -23.3 | i | i | -2.8 | -0.4 | i
O=C(CSc1ccccn1)Nc1ccc2c(c1)oc1ccccc12 | i | i | i | -0.9 | -13.1 | -122.4 | i | i | -25.6 | 1.0 | i
O=C(c1ccc(=O)[nH]c1)N1CCN(S(=O)(=O)c2cc(C(F)(F)F)ccc2Cl)CC1 | i | i | i | -2.1 | -9.6 | -9.2 | i | i | 4.4 | -0.1 | i
CCOC(=O)N1CCN(C(=O)C(C)N(c2ccc(Oc3ccccc3)cc2)S(C)(=O)=O)CC1 (stereo not drawn) | i | i | i | -3.6 | -22.6 | 4.9 | i | i | 0.4 | -0.1 | i
CCOC(=O)c1[nH]ncc1CN1CCN(Cc2ccccc2)C(CCO)C1 (stereo not drawn) | i | i | i | 0.7 | -39.6 | 7.6 | i | i | -7.1 | 0.1 | i
CCc1ccccc1NC(=O)c1cc(-c2ccc3c(c2)OCO3)on1 | i | i | i | 10.8 | -100.8 | -145.0 | i | i | -3.6 | 0.5 | i
CC(NC(=O)c1cccc(F)c1)C(c1cccs1)N1CCN(C)CC1 (stereo not drawn) | i | i | i | 3.9 | -35.9 | -2.7 | i | i | -1.2 | 0.1 | /
O=C(NC(=S)Nc1nc(-c2ccc(Br)cc2)cs1)c1ccco1 | i | i | i | -5.3 | -6.8 | -28.0 | i | i | 3.5 | -0.1 | i
CCOc1ccc(C(=O)Nc2cccc(-c3nc4cccnc4o3)c2)cc1Cl | i | i | i | -5.4 | -37.3 | -27.0 | i | i | 7.1 | 0.4 | i
Cc1cccc(-n2nc3c(c2NC(=O)c2c(F)cccc2F)CS(=O)(=O)C3)c1C | i | i | i | 1.9 | -24.1 | 8.3 | i | i | 4.9 | -0.2 | i
CC(C)OC(=O)c1ccc(N2CCN(c3ccccc3F)CC2)nc1 | i | i | i | -0.6 | -2.9 | -68.2 | i | i | -5.9 | 4.1 | i
O=C(O)c1ccccc1C(=O)NCc1cccnc1 | i | i | i | 7.3 | -23.8 | 8.6 | i | i | -3.3 | 0.1 | i
COC(=O)c1cc(-c2cccc(OC)c2)c2c(=O)[nH]c(=O)n(C)c2n1 | i | i | i | -4.6 | -33.8 | 30.6 | i | i | 62.3* | -1.5 | i
CC1=CC(c2ccccc2)n2nc(NC(=O)CCC(=O)O)nc2N1 (stereo not drawn) | i | i | i | 0.8 | -0.1 | -12.3 | i | i | -5.4 | -0.1 | i
Cc1cc(C)c(C)c(S(=O)(=O)N2CCN(CC(=O)Nc3sccc3C#N)CC2)c1C | i | i | i | 1.1 | -15.7 | 5.2 | i | i | 7.7 | 0.4 | i
O=C(CCS(=O)(=O)c1ccc(Cl)cc1)Nc1nc(-c2cccnc2)cs1 | i | i | i | -5.0 | -11.5 | -25.4 | i | i | 14.4 | 0.5 | i
O=C(NC1CCCCC1)C(=S)NCCc1ccccc1 | i | i | i | -1.3 | -15.4 | -62.3 | i | i | 0.9 | 0.1 | i
CC(C)OC(=O)c1cc(NC(=S)Nc2ccc([N+](=O)[O-])cc2)cc(C(=O)OC(C)C)c1 | i | i | -6.65* | 11.3 | 18.7 | 35.7 | i | i | 46.2 | -0.2 | i
O=C(Nc1ccccc1)Nc1ccc2ocnc2c1 | i | i | i | 0.5 | -112.7 | -117.0 | i | i | 1.4 | 0.6 | i
O=[N+]([O-])c1ccc2oc(-c3cccc(O)c3)nc2c1 | i | i | i | 1.3 | -115.4 | -91.7 | i | i | -15.6 | 2.1 | i
Cc1cc(S(=O)(=O)NCC(C)C)ccc1OCC(=O)NC1CC1 | i | i | i | -4.4 | -20.7 | -0.9 | i | i | 12.8 | -0.5 | i
CCOc1ccc(-c2csc(NNC3=NCCCCC3)n2)cc1 | i | i | i | -0.4 | -10.0 | -87.8 | i | i | 0.0 | 0.8 | i
O=C1C2C3C=CC([C@@H]2C(=O)N1C1CCCCC1)[C@H]1C(=O)N(C2CCCCC2)C(=O)C31 (stereo partly drawn) | i | i | i | -1.9 | -4.8 | 16.5 | i | i | 5.3 | -0.1 | i
